# Assay outcomes as filed in PubChem.
# Mdm2 ligase inh – Mdm2 E3 ligase (human) inhibition. cell-based MDM2 ubiquitination luciferase reporter, 2 h; 0 = plate control, 100 = twice control, blank-subtracted. actives 0.11% (n = 210,000). signal enhancement, % at 5 µM. AID 1230;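 active = signal enhancement of 30% or more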;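 also: luminescence tracks abundance of the self-degrading MDM2-luciferase fusion protein; higher signal means inhibition of MDM2 E3 ligase activity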
#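 Timing – 2 h compound exposure at 37 °C · Assay system – mammalian cells stably expressing self-ubiquitinating, self-degrading MDM2 E3–luciferase fusion · Amount – 2000 cells seeded into each well · Measure – % luminescence enhancement versus blank-corrected plate control mean · Measured by – SteadyLite luminescence, 15 min reagent step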
# S1P4 antag – blocks the human S1P4 receptor; O95977; S1P4-expressing cells, antagonist mode, reporter read-out; inhibition, % at 4.98 µM; actives 0.26% (n = 220,000); in the data active = inhibition above about 29%;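 also: 0% = wells stimulated with agonist and 100% = vehicle wells without agonist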
# Target sequence (O95977 whole entry, looked up): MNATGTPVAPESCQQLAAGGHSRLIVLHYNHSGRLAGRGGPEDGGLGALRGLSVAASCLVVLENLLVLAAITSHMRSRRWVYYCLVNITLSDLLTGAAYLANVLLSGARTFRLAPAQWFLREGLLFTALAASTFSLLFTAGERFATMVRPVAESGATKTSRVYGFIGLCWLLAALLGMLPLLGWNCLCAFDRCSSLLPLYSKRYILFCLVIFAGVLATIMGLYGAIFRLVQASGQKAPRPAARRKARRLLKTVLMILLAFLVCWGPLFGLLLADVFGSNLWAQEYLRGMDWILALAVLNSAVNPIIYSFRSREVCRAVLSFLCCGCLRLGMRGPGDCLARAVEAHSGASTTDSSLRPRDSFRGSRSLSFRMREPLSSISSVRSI
# Ba/F3 V617F tox – lowers viability of Ba/F3 cells expressing EpoR and JAK2V617F. ATP luminescence. inhibition, % at 5.6 µM. actives 1.1% (n = 220,000). AID 1446;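 active = inhibition above the campaign mean plus 3 SD over all tested compounds, cut at about 24% in these data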;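 also: cytokine-independent growth of Ba/F3 cells driven by EpoR plus mutant JAK2; 0% = DMSO-treated cells and 100% = JAK inhibitor I control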
# S1P4 ag – activates the human S1P4 receptor | AID 1509 | activation, % at 4.98 µM | actives 0.35% (n = 220,000) | S1P4-expressing cell line, agonist reporter assay; in the data active = activation above about 11%;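 also: 0% = DMSO vehicle and 100% = reference agonist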
# NPY2 pot ag – human NPY-Y2 potentiation or agonism, primary screen. P49146. cells expressing NPY-Y2, potentiator/agonist read-out. activation, % at 3.6 µM. actives 0.45% (n = 220,000). AID 1359; in the data active = activation above about 27%;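 also: cells stimulated with NPY near EC25 plus isoproterenol at EC100; 0% = vehicle plus submaximal agonist and 100% = vehicle plus saturating agonist; some results beyond the cut were filed as inactive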
# Wee1 degr inh – blocks degradation of human Wee1 kinase; HeLa Luc-Wee1K328M stability, luciferase luminescence; 100% = proteasome inhibitor MG132 effect; AID 1321; P30291; actives 1.2% (n = 220,000); reporter increase, % at 5 µM;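 active = activation above the mean of all tested compounds plus 3 SD, set per screening run, cut at about 8.8% in these data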;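 also: cells exposed to compound for 20 h before luminescence read; 0% = DMSO alone and 100% = MG132 at 30 µM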
# Target sequence (P30291 whole entry K328M): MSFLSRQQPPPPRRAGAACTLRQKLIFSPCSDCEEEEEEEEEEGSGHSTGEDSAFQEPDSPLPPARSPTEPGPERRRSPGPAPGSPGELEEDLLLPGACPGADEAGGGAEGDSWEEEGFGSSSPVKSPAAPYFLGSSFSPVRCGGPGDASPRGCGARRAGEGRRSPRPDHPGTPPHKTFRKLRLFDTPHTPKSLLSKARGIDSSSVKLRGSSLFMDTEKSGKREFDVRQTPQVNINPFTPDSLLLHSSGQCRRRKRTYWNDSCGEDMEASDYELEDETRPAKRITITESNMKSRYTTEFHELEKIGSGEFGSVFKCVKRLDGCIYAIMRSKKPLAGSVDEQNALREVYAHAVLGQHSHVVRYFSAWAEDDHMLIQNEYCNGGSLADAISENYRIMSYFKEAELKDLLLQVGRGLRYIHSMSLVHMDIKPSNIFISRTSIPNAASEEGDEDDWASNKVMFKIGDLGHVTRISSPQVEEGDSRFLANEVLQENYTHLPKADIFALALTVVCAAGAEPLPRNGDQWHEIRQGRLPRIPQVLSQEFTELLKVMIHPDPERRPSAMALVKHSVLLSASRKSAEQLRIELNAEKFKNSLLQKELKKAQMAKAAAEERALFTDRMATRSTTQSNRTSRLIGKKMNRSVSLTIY
# BaF3 parental – reduces parental Ba/F3 cell viability, JAK2V617F counter-screen; CellTiter-Glo ATP luminescence; inhibition, % at 5.6 µM; actives 1.1% (n = 220,000); AID 1486;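 active = inhibition above a per-campaign cutoff, the mean inhibition of all tested compounds plus 3 SD, cut at about 27% in these data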;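 also: 0% = DMSO wells and 100% = JAK Inhibitor I control wells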
# PERK inhibitor – inhibitors of human PERK kinase. AID 1416. inhibition, % at 5.6 µM. CHO PERK-DD fusion, SEAP luminescence translation reporter. Q9NZJ5. actives 0.17% (n = 220,000);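 active = inhibition above the mean inhibition of all tested compounds plus 3 SD, set separately per screening campaign, cut at about 2.9% in these data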;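 also: PERK kinase domain activated by AP20187 dimerizer at 100 nM; 0% = DMSO with dimerizer and 100% = rapamycin at 8.4 µM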
# eIF4E 4G PPI – blocks eIF4E binding to eIF4G; P63073+Q04637; TR-FRET eIF4E-eIF4GI(517-606) binding, 2 h; inhibition, % at 21.7 µM; actives 0.37% (n = 220,000);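 active = inhibition above about 30%, limit read from the data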;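 also: 0% = full FRET control wells and 100% = background wells lacking eIF4GI fragment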
# Starred values were filed as active, the others as inactive; . = not tested or not shown; [ ] = another dose, or the depositor's remark. No enrichment for hits; 4.1% or so of the library scored in one or more.
# Below each compound – Mdm2 ligase inh, S1P4 antag, Ba/F3 V617F tox, S1P4 ag, NPY2 pot ag, Wee1 degr inh, BaF3 parental, PERK inhibitor, eIF4E 4G PPI
CCN1CCN(c2nc3c(C)cccn3c(=O)c2/C=C(\C#N)S(=O)(=O)c2ccccc2)CC1
    0, -5, 1, 2.0, -18, 0, 2, -0.8, 3
O=C1CC(N2CCN(Cc3ccccc3)CC2)C(=O)N1c1ccc2c(c1)OCCO2 (centres undefined)
    -4, -10, 1, 0.8, -24, -1, 3, -1.9, -1
CC(=O)c1c(NC(=O)C(C)C)nc(C)nc1-c1ccccc1
    -5, -5, -2, -0.3, -2, 2, 6, -0.9, -1[fluorescence artefact?]
CC(C)(C)NC(=O)CSc1nc2ccc(NC(=O)CSc3nnnn3Cc3ccccc3)cc2s1
    -10, -2, -1, -1.7, 12, 1, 4, -2.0, -29
CC1(C)Cc2ccccc2-c2nnc(SCC(=O)N3CCN(c4ccccc4)CC3)n21
    8, 0, -5, -0.5, 11, 0, 1, -0.7, -1[fluorescence artefact?]
CCOc1cc(C)c(C(C)C)cc1S(=O)(=O)N1CCN(C)CC1
    4, -17, 2, -3.1, -15, -2, 1, -0.5, 2
N#Cc1ccc(OCc2nnc(SCC(=O)N3CCCc4ccccc43)n2-c2ccccc2)cc1
    -12, -27, -2, 1.1, -12, 0, 4, -1.3, 0
Cc1cc(C)c(O)c(N)c1
    2, -4, 2, 0.0, 4, 0, 5, 0.0, -4
CC(=O)c1sc(Nc2nc3ccc(F)cc3s2)nc1C
    -24, -2, 9, 2.6, 17, 5, 11, -2.2, .
N#Cc1ccc(-c2cn(-c3ccccc3)c3[n+]2CCCS3)cc1
    -2, 6, -3, 0.2, -6, 2, 2, -0.3, 2
Cc1cc(CN(C)C(=O)CC2C(=O)NCCN2CC(c2ccccc2)c2ccccc2)on1 (centres undefined)
    -29, -15, 3, 1.1, -5, -3, 7, 0.0, 1
Cc1ccc(NC(=S)N(CCCN2CCCC2)Cc2cccn2Cc2ccc(Cl)cc2)cc1C
    -9, 6, 3, -1.4, -11, 1, 11, -0.5, -2
CCCCn1nnnc1NCc1cccc(OC)c1OC
    -24, 11, 2, -4.1, -4, 1, 4, -0.9, 2
COc1ccc(-n2nc([N+](=O)[O-])c(=NCCc3ccc(OC)c(OC)c3)n2O)cc1
    5, -17, -3, 2.2, 5, 0, 6, -0.6, 13
S=c1[nH]nc(CCc2ccc(Cl)cc2)o1
    -10, -6, 3, -1.2, -23, -2, 11, 0.8, 1

# (further entries)
# Below each compound – Mdm2 ligase inh, S1P4 antag, Ba/F3 V617F tox, S1P4 ag, NPY2 pot ag, Wee1 degr inh, BaF3 parental, PERK inhibitor, eIF4E 4G PPI
CCOC(=O)c1ccc2c(c1)[n+](CC)c(C)n2-c1ccccc1
    -14, 15, 38*, -3.6, -11, -4, 76*, 1.0, 6
CC1Cc2ccccc2N1Cc1cc(=O)n2ccsc2n1 (centres undefined)
    -8, -26, -4, 0.0, 6, 9, 3, -0.5, 0[fluorescence artefact?]
Cc1ccccc1Nc1c(F)c(F)c(F)c(F)c1C(=O)O
    -5, -8, 2, -1.3, -23, -2, 1, 1.6, -1
Cc1nc2cc(S(=O)(=O)N(C)C)ccc2n1-c1ccccc1
    3, -20, -2, 2.2, 15, 1, 4, 0.8, 4
CC(C)CC(=O)NNC(=S)Nc1ccc(S(N)(=O)=O)cc1
    1, -5, -4, 0.7, -7, 0, 6, 1.5, 1
Cn1nccc1-c1cc(Cl)cc(Cl)c1O
    -8, -5, 2, -0.3, 7, 5, 1, 0.1, 6
COC1C=CC(CNC(=O)c2cc3c(=O)n4cccc(C)c4nc3n2C)(OC)O1 (centres undefined)
    -6, 1, -4, 0.4, 19, 0, 3, 0.6, 2
Cc1c(S(=O)(=O)N2CCN(C(c3ccccc3)c3ccccc3)CC2)c(=O)n(C)c(=O)n1C
    -12, -3, 0, -0.6, 2, 0, 4, -1.4, 0[fluorescence artefact?]
Cc1cc(C)c(C(N)=O)c(Nc2ccc3c(c2)OCCO3)n1
    -10, -20, 2, 1.4, 1, 0, 1, -0.5, 1
CCN(CC)CCCN(C(=O)Cn1nnc(-c2ccc(OC)c(OC)c2)n1)C(C(=O)NC(C)(C)C)c1ccc(F)cc1 (centres undefined)
    -4, -7, 0, -0.9, -54, 2, 2, 2.1, 0
OCCN(CCO)c1ccc(C(c2ccc(Cl)cc2)c2ccc(N(CCO)CCO)cc2Cl)c(Cl)c1
    -11, -7, 2, -2.3, 30, 4, 7, 0.3, -3
C=C(C)C(=O)Nc1ccc(OC(F)(F)C(F)F)c(NC(=O)C(=C)C)c1
    -15, 16, 1, -2.3, -3, 2, 2, 1.0, -26
CCC(C)NS(=O)(=O)c1ccc(OCC(=O)N2CCC(C)CC2)cc1 (centres undefined)
    -11, -15, -3, 0.5, -13, -1, -2, -0.1, 0
O=C(NNS(=O)(=O)c1ccccc1Cl)c1nn(-c2ccc(F)cc2)ccc1=O
    -9, -5, 0, 0.2, -4, 3, 4, 0.0, 3
COc1ccc(Cl)cc1N1CC(c2nc3ccccc3[nH]2)CC1=O (centres undefined)
    -21, -6, -1, 4.2, -5, -2, 0, -0.6, 4[fluorescence artefact?]

# The closing four records of the section before open the next one.
# Below each compound – Mdm2 ligase inh, S1P4 antag, Ba/F3 V617F tox, S1P4 ag, NPY2 pot ag, Wee1 degr inh, BaF3 parental, PERK inhibitor, eIF4E 4G PPI
C=C(C)C(=O)Nc1ccc(OC(F)(F)C(F)F)c(NC(=O)C(=C)C)c1
    -15, 16, 1, -2.3, -3, 2, 2, 1.0, -26
CCC(C)NS(=O)(=O)c1ccc(OCC(=O)N2CCC(C)CC2)cc1 (centres undefined)
    -11, -15, -3, 0.5, -13, -1, -2, -0.1, 0
O=C(NNS(=O)(=O)c1ccccc1Cl)c1nn(-c2ccc(F)cc2)ccc1=O
    -9, -5, 0, 0.2, -4, 3, 4, 0.0, 3
COc1ccc(Cl)cc1N1CC(c2nc3ccccc3[nH]2)CC1=O (centres undefined)
    -21, -6, -1, 4.2, -5, -2, 0, -0.6, 4[fluorescence artefact?]
C[n+]1cccc2cccc([O-])c21
    -16, -1, -4, 0.8, 6, 7, -2, 1.4, 9
CCOC(=O)c1c(NC(=O)Cn2nc(C(=O)O)c3ccccc3c2=O)sc2c1CCC(C)C2 (centres undefined)
    ., -2, -3, 0.6, -27, 1, -7, 1.2, -12
Cc1ccc(C)c(NC(=O)C2CCCN2/C=C/C(=O)C(F)(F)F)c1 (centres undefined)
    -12, -11, -1, 0.3, 7, -1, 5, -0.5, 1
Cc1ccc(NC(=S)NCc2ccccc2)cc1S(=O)(=O)N1CCCCC1
    -14, -1, -4, 2.0, 6, -2, 12, 0.0, -4
Cc1ccccc1NC(C)C(=O)N/N=C/c1ccccc1OCc1cccc(Br)c1 (centres undefined)
    -8, -4, -2, -1.2, -8, -3, -1, -0.7, -5
CCn1cnc2cc(NC(=O)c3cccs3)ccc21
    -7, -11, 0, 0.9, -4, 2, 7, 1.1, 0
O=C(Cc1ccccc1)c1c[nH]c(C(=O)NCCCn2ccnc2)c1
    3, -22, -4, 0.4, 11, 0, 1, 0.3, -3
CN(C)CCN=c1cc(-c2ccccc2)oc2ccc(Cl)cc12
    6, -4, 1, 1.0, 2, -1, 1, 0.8, 4
CC(C)COP(=O)(OCC(C)C)C(Nc1ccccc1)c1ccccc1 (centres undefined)
    -14, 6, -1, 0.5, -5, 1, 1, -1.3, -2
COCCCNC(=O)c1ccc2c3c(onc13)-c1ccccc1C2=O
    -15, 0, 3, 0.8, -4, -2, 3, -1.3, 1
Cc1cccc2[nH]c3c(N4CCN(C(=O)c5ccco5)CC4)ncnc3c12
    -3, 7, 6, -0.9, -23, -2, 4, -0.3, -3
Cc1csc(NC(=O)c2cccc(C)c2C)n1
    -9, 4, 4, -1.4, -27, 5, 4, -0.5, -8
OCCCC1CCCCN1Cc1nc(Cc2ccccc2Cl)no1 (centres undefined)
    -7, -12, -1, 2.2, -12, -1, 6, -0.4, 1
CC(C)CCn1nnnc1CN1CCN(C(c2ccccc2)c2ccccc2)CC1
    -2, 27, -2, 1.2, 2, 1, 8, -0.2, 3
Clc1ccc2c(NCc3ccccn3)ncnc2c1
    -11, 12, 3, 1.0, -2, -1, 4, 0.3, 1

# 3 compounds from above, sorted by the value under PERK inhibitor, lowest first.
SMILES	S1P4 antag	S1P4 ag	NPY2 pot ag	Wee1 degr inh	PERK inhibitor	eIF4E 4G PPI
Cc1csc(NC(=O)c2cccc(C)c2C)n1	4	-1.4	-27	5	-0.5	-8
OCCCC1CCCCN1Cc1nc(Cc2ccccc2Cl)no1 (centres undefined)	-12	2.2	-12	-1	-0.4	1
CN(C)CCN=c1cc(-c2ccccc2)oc2ccc(Cl)cc12	-4	1.0	2	-1	0.8	4

# New compounds follow
# Below each compound – Mdm2 ligase inh, S1P4 antag, Ba/F3 V617F tox, S1P4 ag, NPY2 pot ag, Wee1 degr inh, BaF3 parental, PERK inhibitor, eIF4E 4G PPI
O=C(Nc1cccc(NC(=O)c2ccco2)c1)c1cnccn1
    ., -11, 4, 3.1, -16, 0, 2, 0.3, 2[fluorescence artefact?]
Cc1ccccc1S(=O)(=O)NC1OC(=O)C(Oc2ccccc2)=C1Br (centres undefined)
    -13, -14, 2, -0.3, -21, -2, 5, -0.2, 5
Cc1ccc(SCC(=O)N2CCN(c3ccccn3)CC2)cc1
    -9, -10, -3, -0.4, -1, -4, -5, -0.1, -3
O=C(NCCCN1CCCCC1)c1ccc2c(=O)n(CCc3ccccc3)c(=O)[nH]c2c1
    -5, 3, -3, 2.7, 19, -1, -1, 0.3, 2
CC1CN(C(=O)c2ccn(C)n2)CC(C)O1 (centres undefined)
    -3, -1, -2, -0.6, 5, 1, -2, 1.4, -3
O=C(Cn1nc(-c2cccc([N+](=O)[O-])c2)c2ccccc2c1=O)NCC1CCCO1 (centres undefined)
    -4, 13, 0, 0.3, 0, 3, -1, 0.9, 5
COc1ccc(Cn2nnnc2CN(Cc2cc3cccc(C)c3[nH]c2=O)C2CCCC2)cc1
    -10, 8, 3, -2.4, -3, 0, 3, -0.9, -9
O=c1[nH]c(SCc2c(Cl)cccc2Cl)nc2ccccc12
    -38, 5, -1, 1.3, -1, 2, 3, 0.7, -3
Cc1nc2cc(N)ccc2n1C1CCCCC1
    -8, -6, -3, 1.3, -14, 5, 3, 0.2, -1
CC(=O)C1C(c2ccc(F)cc2)NC(=O)NC1(O)C(F)(F)F (centres undefined)
    6, -35, 0, 1.8, 14, -1, 2, 0.6, -8
COc1ccc(CCNC(=O)c2c(C)nc3ccccn23)cc1
    -14, 1, -7, 0.2, 1, -1, -2, 0.2, -3
Cc1cc(C(=O)OCC(=O)NCCc2ccccc2)c(C)o1
    -8, 6, 1, 1.2, -19, 0, 2, 0.1, -1
COc1ccc2nc(NC(=O)c3sc4nc(C)cc(C)c4c3N)sc2c1
    ., -15, -7, 0.8, 5, 6, 0, 0.0, -17
O=C(CSc1ccc(-c2ccco2)nn1)Nc1ccccc1
    -4, -10, 0, 0.4, 3, 0, 5, 0.3, 3
